# Source: PubChem
# Nrf2 inh – inhibitors of Nrf2 signaling; Potency, µM (doses to about 46 µM), without a hit: at the top dose activity change, negative = inhibition, usual class: inhibitors; 2.1% of 360,000 active; AID 504444; A549 ARE-Fluc reporter, luciferase luminescence, 18-24 h; note: potency is the fitted concentration of half-maximal effect; % is set by controls: 0 for no effect and ±100 for the full control effect; nearly all actives have a fitted effect of over 60% in size
#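 In this cell-based qHTS, ARE-driven firefly luciferase in A549 cells reports Nrf2 activity; the luminescent signal after BugLite lysis is the measured value, with a prior CellTiter-Fluor read for cell health.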
# Nrf2 ARE act – activates Nrf2 signaling; AREc32 ARE-luciferase reporter (MCF7-derived line), luminescence, 24 h; Potency, µM (top dose mostly 46.1 µM), for inactives: at the highest dose activation, most hits filed as activators; AID 624171; 0.31% of 410,000 active; note: potency is the fitted concentration of half-maximal effect; % of control where 0% means no effect; nearly all actives have a fitted effect of over 65% in size
#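 Steps: seed AREc32_Fluc cells (1000/well, 5% FBS OPTI-MEM); incubate overnight at 37 deg C; add 23 nL compound; incubate 24 hr; add Steady-Glo; hold 30 min RT; read luminescence.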
# HepG2 tox – counter-screen for TGF-b inhibitors: cytotoxicity in HepG2 cells | HepG2 CAGA-GFP viability, ATP luminescence, 18 h | Potency, µM (doses to about 46.1 µM), without a hit: at the top dose activity change, negative = cytotoxicity, most hits filed as cytotoxic | 0.76% of 410,000 active; note: potency is the fitted concentration of half-maximal effect; some results filed as inactive show a strong effect at the top dose
#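 CellTiter-Glo luminescence gave cytotoxicity after 18 hours at 37 degrees C. The cells were HepG2 CAGA-GFP in 1% FBS DMEM, stimulated with 500 pg/mL TGF-beta after compound addition. %Activity was normalised to no-cell wells (complete cell-killing) and DMSO (no toxicity), and curves were fitted and classified.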
# ATXN viability – reduces viability in counter-screen for ATXN expression inhibitors; S2 cells (HEK-293 line with an ATXN2-luciferase reporter) viability, CellTiter-Fluor protease fluorescence, 24 h; Potency, µM (titrated, usually from 56.7 µM), actives largely listed as cytotoxic; 0.49% of 400,000 active; note: potency is the fitted concentration of half-maximal effect; nearly all actives have a fitted effect of over 40% in size
# A549 tox – counter-screen for Nrf2 inhibitors: cytotoxicity in A549 cells | A549 ARE-Fluc cells, CellTiter-Fluor viability, 18-24 h | Potency, µM (titrated, usually from 46 µM), for the others: top-dose activity change, negative = cytotoxicity, actives largely listed as inhibitors | 0.16% of 390,000 active | AID 504648; note: potency is the fitted concentration of half-maximal effect; % is set by controls: 0 for no effect and ±100 for the full control effect
#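 Cytotoxicity counterscreen: CellTiter-Fluor fluorescence was measured in A549 ARE_Fluc cells after 18-24 h of compound exposure in a concentration series. The subsequent BugLite luminescent read reports ARE-luciferase activity.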
# pAkt inh – blocks phosphorylation of Akt; Neuro2A IGF-stimulated pAkt S473 HTRF, 20 min; hits give low values; activity change, % for hits at 50 µM; 0.32% of 360,000 active; in the data active = activity change below about -80%; inconclusive = mostly about -51% to -80%; note: % is set by controls: 0 for no effect and ±100 for the full control effect
#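 Neuro2A cells (4,500/well, DMEM with 0.5% FBS) were treated with compound at a single 50 µM final concentration, stimulated with 6 nM IGF for 20 min at 37 °C, and lysed. Phospho-Akt Ser473 was read by HTRF as 665/615 ratio ×10^4.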
# TGFb SMAD3 inh – TGF-b pathway inhibition. HepG2 CAGA-GFP TGF-b/SMAD3 reporter, GFP fluorescence, 18 h; TGF-beta stimulated, 500 pg/mL final. Potency, µM (highest dose often 46.1 µM), inactives show top-dose activity, negative = inhibition, most hits filed as inhibitors. 1.2% of 410,000 active. AID 588855; note: potency is the fitted concentration of half-maximal effect; % is set by controls: 0 for no effect and ±100 for the full control effect; nearly all actives have a fitted effect of over 65% in size
#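 First, reporter cells (HEPG2 CAGA-GFP) rested 2 h at 37 degrees C. Next, compounds were pinned in and TGF-beta added to 500 pg/mL final. After 18 h, GFP was imaged per cell and summed per well.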
# CCT chaperon mod – cytosolic chaperonin activity modulation; purified chaperonin ATPase assay, HTRF ADP detection, 30 min; activity change, % (test concentration not listed), hits read low; 0.3% of 360,000 active; in the data active = activity change below about -30%; note: % is set by controls: 0 for no effect and ±100 for the full control effect
#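 Enzyme 40 or 20 nM (batch-dependent) in Tris pH 7.4/KCl/MgCl2/DTT; cpd 76 uM single point; ATP 10 uM; 30 min 37 °C; Transcreener ADP HTRF detection, 30 min RT; ratio 665/615.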
# MmCpn inh – inhibitors of Methanococcus maripaludis chaperonin (MmCpn); 0.031% of 330,000 active; purified Mm-Cpn ATPase, ADP Transcreener TR-FRET; Potency, µM (series often up to 76.9 µM), inactives show at the top dose activity, negative = inhibition, hits mostly inhibitors; note: potency is the fitted concentration of half-maximal effect; % is set by controls: 0 for no effect and ±100 for the full control effect; nearly all actives have a fitted effect of over 80% in size
#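 Compound-treated chaperonin, 25 nM final, turns over 10 uM ATP at 37°C for 30 min following a 10 min preincubation; ADP generated competes with ADP-d2 for Eu-cryptate antibody, lowering FRET.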
# The depositor's hits bear a star; i = inactive; u = inconclusive; x = no result given. Unless noted, calls come from the whole dose curve; as a rule, active = well fitted curve in the direction sought with a large enough effect; inconclusive = small, poorly fitted or top-dose-only effect, or another doubt; inactive = no such curve, though single readings can be large; an effect the other way counts as inactive or inconclusive. Not a hit list; about 4.4% have a hit in one of these screens.
SMILES,Nrf2 inh,Nrf2 ARE act,HepG2 tox,ATXN viability,A549 tox,pAkt inh,TGFb SMAD3 inh,CCT chaperon mod,MmCpn inh
CCc1cc2ccc(C)cc2nc1SCC(=O)Nc1c[nH]c(=O)[nH]c1=O,2.5%,-0.3%,-12.0%,i,u,i,0.6%,0.5,-4.4%
COc1cccc(Nc2nc3ccccc3n2C(C)C)c1,14.5%,-0.2%,5.8%,i,2.5%,i,3.5%,1.0,-1.3%
O=C(c1ccccc1)N(Cc1ccccc1)Cc1ccccc1,-7.4%,-0.4%,-5.8%,i,-4.6%,i,-0.1%,-0.6,0.5%
O=C(OCc1cn([C@@H]2CN(Cc3cccs3)[C@@H](c3ccccc3)C[C@H]2O)nn1)c1ccccc1,x,-0.6%,-4.4%,i,x,i,-6.1%,-6.0,x
Cn1c(NCc2cccs2)nc2ccccc21,u,6.3%,9.9%,i,-6.6%,i,-0.7%,-2.1,-3.5%
CC1CCC(NC(=O)C(NS(=O)(=O)c2ccc(Br)cc2)C(C)C)CC1 (stereo unspecified),x,7.4%,-29.1%,i,x,i,-13.0%,1.1,x
Cc1ccc(S(=O)(=O)N(C)C)cc1NC(=O)c1cncc(Br)c1,11.6µM*,-1.9%,-25.6%,i,-18.2%,i,u,-3.4,-1.9%
O=C1CSc2ccc(S(=O)(=O)CCC(=O)NC3CCCCC3)cc2N1,5.4%,0.2%,-23.7%,i,4.0%,i,-8.0%,0.5,1.3%
O=C(CSc1nnc(-c2ccccc2)o1)c1cccc([N+](=O)[O-])c1,-7.1%,0.0%,1.7%,i,11.9%,x,u,x,x
CC(OC(=O)c1ccccc1NCCO)C(=O)NC1CCCCC1C (stereo unspecified),-20.9%,2.5%,-15.4%,i,0.1%,i,u,-8.1,-7.6%
CN(C)c1nc(N(C)C)n(C(=O)c2ccc(F)cc2)n1,22.7%,-0.6%,1.5%,i,2.7%,i,-3.2%,-0.1,1.4%
COc1ccc(/C(O)=C2/C(=O)C(=O)N(Cc3cccnc3)C2c2ccncc2)cc1F (stereo unspecified),-0.7%,-0.4%,-61.1%,i,-14.3%,i,-3.7%,-2.1,-0.4%
CCOC(=O)/C=C/C(=O)Nc1nccs1,u,u,-22.7%,i,-12.9%,i,0.0%,-3.2,2.1%
Cc1cccc(-n2nnc(C(=O)NC3CCCc4ccccc43)c2N)c1 (stereo unspecified),u,-0.9%,-21.8%,u,-25.1%,i,-1.0%,-2.2,-1.4%
CC(C)c1ccc(OCC(=O)NCc2ccco2)cc1,8.1%,1.9%,-19.5%,i,2.0%,i,0.7%,-4.8,3.7%
Cc1ccc(NC(=O)CCn2c(=O)[nH]c3ccsc3c2=O)cc1C,-18.9%,0.2%,-2.4%,i,1.7%,i,-10.4%,-1.3,0.1%
O=C(NCCc1ccccc1)C1CCN(C(=O)c2ccc([N+](=O)[O-])cc2)CC1,2.5%,2.3%,2.9%,i,9.7%,i,-1.1%,-1.4,-0.2%
COc1ccccc1NC(=O)c1ccc(S(=O)(=O)N(C)c2ccccc2OC)cc1,u,-0.3%,-23.9%,i,20.5%,i,-3.6%,-2.0,-0.3%
CN(C)S(=O)(=O)c1cc(NC(=O)COC(=O)CCSc2ccc(Cl)cc2)ccc1Cl,-3.1%,0.0%,14.2%,i,0.8%,i,-5.4%,1.8,-11.0%
O=C(CN1CCN(C(=O)CNC(=O)c2ccc(N3CCCC3=O)cc2)CC1)Nc1cccc(F)c1,x,-0.1%,-5.4%,i,x,i,-16.0%,1.1,x
Cc1ccc(NC(=O)C(=O)NCC2CCCO2)cc1 (stereo unspecified),u,0.5%,-23.6%,i,-1.2%,i,1.4%,1.3,3.2%
COc1cc2cc(CCCOC(=O)CCCC(=O)O)oc(=O)c2cc1OC,u,-1.1%,-30.4%,i,4.8%,i,13.5%,-0.6,1.6%
O=C(CSc1nnc(-c2ccc(C(F)(F)F)cn2)s1)c1ccccc1,-9.0%,-0.5%,11.3%,i,-11.5%,i,12.8%,-26.7,-0.7%
NS(=O)(=O)c1ccc(N2N=C(c3ccccc3)CC2c2ccc(F)cc2)cc1 (stereo unspecified),u,5.1%,-96.2%,i,-15.4%,i,u,-0.1,-5.0%
Cc1ccc(CN(Cc2cccnc2)C(=S)Nc2cccc(Cl)c2C)cc1,u,0.8%,-2.5%,i,-3.1%,i,u,-1.8,3.0%

# Structures listed above printed as active in Nrf2 inh:
SMILES	Nrf2 inh	pAkt inh	TGFb SMAD3 inh	CCT chaperon mod	MmCpn inh
Cc1ccc(S(=O)(=O)N(C)C)cc1NC(=O)c1cncc(Br)c1	11.6µM*	i	u	-3.4	-1.9%

# Following part:
SMILES,Nrf2 inh,Nrf2 ARE act,HepG2 tox,ATXN viability,A549 tox,pAkt inh,TGFb SMAD3 inh,CCT chaperon mod,MmCpn inh
COc1ccc(Cn2cc(F)c(=O)n(CCC(C)C)c2=O)cc1[N+](=O)[O-],-9.0%,1.7%,9.8%,i,-5.2%,i,12.1%,-1.1,0.2%
CC(=O)N1CCCc2cc(S(=O)(=O)N3CCN(c4ccc(F)cc4)CC3)ccc21,x,4.4%,-10.6%,i,1.7%,x,u,x,x
CC1=NN(c2ccccc2)C(=O)C1C(=O)c1cc([N+](=O)[O-])cc([N+](=O)[O-])c1 (stereo unspecified),-9.3%,-0.7%,-6.4%,i,-1.1%,i,-20.9%,0.3,2.8%
O=Cc1ccccc1OS(=O)(=O)c1ccccc1,-3.4%,-0.2%,20.5%,i,-4.8%,i,0.0%,-1.5,0.6%
CCN(CC(=O)NCc1ccc(Cl)cc1)C(=O)C(C)Sc1ccccc1 (stereo unspecified),6.5%,0.3%,0.9%,u,-3.1%,i,-16.9%,-0.3,-4.4%
Nc1cc2nn(-c3ccccc3)nc2cc1Cl,u,15.8%,-45.4%,i,0.8%,i,2.24µM*,-0.2,-2.7%
COc1cc(S(=O)(=O)NCc2ccccn2)ccc1Cl,11.9%,0.3%,5.1%,i,0.1%,i,1.7%,-0.4,-2.0%
O=Cc1ccc(-c2ccccc2OC(F)(F)F)o1,x,-0.6%,-3.7%,i,-3.1%,i,8.5%,-0.7,0.8%
Cc1ccc(CC(=O)NCc2nc(-c3cccc(C)c3)no2)cc1,-4.2%,1.2%,-21.5%,x,1.7%,x,-9.4%,x,x
CCOC(=O)c1ccc(Oc2c(C)oc3c(CN4CCN(C)CC4)c(O)ccc3c2=O)cc1,-4.4%,-0.3%,-1.0%,i,-7.0%,i,12.8%,1.3,-2.9%
c1csc(-c2nnc3ccccn23)c1,u,0.1%,5.5%,i,-11.9%,i,1.0%,0.2,-1.5%
NS(=O)(=O)c1ccc(NC(=S)NC2CC2)cc1,-5.0%,0.1%,2.2%,i,1.6%,i,-17.9%,0.4,-1.1%
CCCOc1ccc(Cl)cc1CN1CCOCC1,-1.2%,3.0%,-5.9%,i,0.2%,i,2.9%,-4.3,x
Cc1cc2ncn(S(=O)(=O)N3CCOCC3)c2cc1C,-23.2%,0.1%,1.0%,i,1.5%,x,-4.1%,-3.6,-2.2%
CCCC(CNC(=O)COC(=O)C1=NNC(=O)CC1)c1ccc(Cl)cc1Cl (stereo unspecified),-1.8%,1.6%,2.4%,i,-3.6%,i,13.6%,-1.1,-2.0%
CC(=O)c1ccc(S(=O)(=O)N2CCN(C(=O)CCC3CCCC3)CC2)cc1,-24.6%,0.1%,2.8%,i,-5.6%,i,2.2%,1.7,1.9%
Fc1ccc(Oc2ccc3nnc(C(F)(F)F)n3n2)cc1,25.0%,0.5%,-1.2%,i,1.5%,i,6.7%,-1.2,-5.9%
Cc1c(N=Cc2ccc(-c3ccc(Cl)cc3)o2)c(=O)n(-c2ccccc2)n1C,x,-0.6%,8.2%,i,-5.1%,i,-8.2%,-1.3,-0.4%
Cc1ccccc1C(=O)N1CCC(C(=O)NCCc2ccc(S(N)(=O)=O)cc2)CC1,9.4%,-0.8%,-13.9%,i,-1.3%,i,u,-0.1,-1.1%
CCCN1C(=O)C(NC(C)=O)c2cc(OC)ccc21 (stereo unspecified),7.4%,0.1%,-2.0%,i,-10.9%,i,-4.1%,0.1,-0.7%
COc1ccc(C(C(=O)NC2CCCC2)N(C(=O)CNC(=O)c2ccco2)c2cccnc2)cc1 (stereo unspecified),14.7%,0.1%,10.4%,i,0.6%,i,12.7%,1.9,1.5%
COc1ccc(/C=N/NC(=O)c2ccc(COc3ccccc3Cl)o2)c(OC)c1C,-14.9%,-0.8%,-33.7%,u,-3.1%,i,-12.3%,2.5,0.5%
COc1cc(NC(=O)c2cc([N+](=O)[O-])ccc2NC(=O)CN2CCN(c3ccccn3)CC2)cc(OC)c1,0.4%,0.5%,6.8%,i,2.1%,i,-9.3%,-2.7,2.4%
O=C1/C(=C/c2ccccc2F)SC(=S)N1CCC(=O)N1CCCCC1CCO (stereo unspecified),u,29.8%,-18.8%,u,u,i,u,0.7,1.1%
O=C(NCc1ccccc1F)C1CCCN(C(=O)Nc2ccc(F)cc2)C1 (stereo unspecified),-10.2%,0.1%,-13.8%,i,-0.7%,i,1.1%,-3.4,-1.1%
COc1ccc(NC2CCCN(C(=O)c3ccc4nccnc4c3)C2)cc1OC (stereo unspecified),3.4%,-0.1%,-34.7%,i,-0.6%,i,4.1%,2.9,1.5%
O=C1OCCC1Sc1nc2ccccc2c(=O)n1-c1ccc(F)cc1 (stereo unspecified),-3.5%,0.3%,16.3%,i,-0.4%,i,24.4%,-3.3,-1.1%
CCCCCC(=O)Nc1ccccc1N1CCOCC1,4.1%,0.1%,-1.3%,i,16.9%,i,-1.9%,-1.4,0.4%
COC(=O)COc1ccc(Oc2nc(SC)nc(N(C)C)n2)nn1,4.0%,0.4%,3.3%,i,0.7%,i,-6.3%,0.7,-0.3%
O=C(Cn1c(=O)cnc2ccccc21)Nc1ccccc1N1CCOCC1,4.9%,-0.3%,-2.1%,i,3.1%,i,4.5%,2.7,-1.3%
